Bioassay records from PubChem.
hIAP block = blocks human intestinal alkaline phosphatase. P09923. purified IAP, CDP-Star luminescence, 30 min. inhibition, % at 10 µM. hit rate 0.12% among 330,000. AID 2544;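 active = inhibition reaching a set limit with compound at 10 µM in the primary screen, cut at about 35% in these data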;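 also: plate controls were DMSO wells with enzyme for no effect and no-enzyme buffer wells for full effect; values of inactives mirror those of a sister screen read the other way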
Target sequence (P09923 whole entry, looked up): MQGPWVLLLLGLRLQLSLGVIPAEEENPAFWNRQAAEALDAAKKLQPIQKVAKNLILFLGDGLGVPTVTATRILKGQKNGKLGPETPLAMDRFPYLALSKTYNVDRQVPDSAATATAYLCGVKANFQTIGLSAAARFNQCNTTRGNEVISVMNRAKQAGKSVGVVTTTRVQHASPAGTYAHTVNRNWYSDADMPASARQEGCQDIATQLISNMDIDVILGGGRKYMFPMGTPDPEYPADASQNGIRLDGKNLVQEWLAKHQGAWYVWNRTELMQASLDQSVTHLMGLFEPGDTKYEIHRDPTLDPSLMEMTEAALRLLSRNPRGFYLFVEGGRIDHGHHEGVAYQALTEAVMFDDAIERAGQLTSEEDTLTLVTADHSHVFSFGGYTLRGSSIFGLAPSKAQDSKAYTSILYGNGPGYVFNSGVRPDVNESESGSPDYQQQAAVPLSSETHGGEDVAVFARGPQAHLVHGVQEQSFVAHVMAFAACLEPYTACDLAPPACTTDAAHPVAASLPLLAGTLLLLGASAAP
MIN6 prolif = MIN6 beta-cell proliferation induction | MIN6 cells proliferation, ATPlite luminescence, 48 h; cells starved in 0.2% serum; 100% = growth in 10% serum | hit rate 0.29% among 330,000 | proliferation, % at 10 µM | AID 2380;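 active = compounds whose signal lies at least 3.5 SD above the mean of all wells on their plate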;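 also: 0% = DMSO-treated cells in low-serum medium and 100% = 10% serum control; some compounds called inactive have numbers as strong as hits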
SENP1 FRET inh = SENP1 (human) catalytic domain inhibition; inhibition, % at 10 µM; recombinant SENP1 catalytic domain, CyPet-SUMO1-YPet FRET cleavage; hit rate 0.21% among 360,000;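 active = inhibition at least 30% at 10 µM, raw YFP signal under a set limit, fluorescence ratio 0.5 to 1.5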;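 also: 0% = enzyme with DMSO and 100% = no enzyme wells; some results filed as inactive read as strong as hits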
Target sequence (Q9P0U3 419-644 limits assumed): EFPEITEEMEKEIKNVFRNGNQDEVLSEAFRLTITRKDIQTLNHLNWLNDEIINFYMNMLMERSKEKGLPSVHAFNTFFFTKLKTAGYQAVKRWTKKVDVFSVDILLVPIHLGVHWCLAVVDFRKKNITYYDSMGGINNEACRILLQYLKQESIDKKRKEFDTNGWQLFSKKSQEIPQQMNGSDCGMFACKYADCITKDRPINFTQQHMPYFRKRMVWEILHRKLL
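Test system: hSENP1 catalytic domain, recombinant; Amount: 20 pM final SENP1 enzyme; Medium: Tris pH 8 buffer plus EDTA, NaCl, BME, BSA, NP40, catalase; Schedule: 50 min enzyme reaction, room temperature, light-protected; Technique: FRET fluorescence in CFP and YFP emission channels; Controls: no-enzyme wells low, DMSO-plus-enzyme wells high control.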
A3A deaminase = inhibitors of human APOBEC3A DNA deaminase; inhibition, % at 20 µM; recombinant A3A, FAM/TAMRA ssDNA deamination fluorescence; P31941; hit rate 0.41% among 330,000;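 active = at least 40% inhibition at 20 µM here, with at most 30% in a related deaminase screen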;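 also: plate controls were A3A with DMSO for no effect and wells lacking A3A enzyme for full effect; some results filed as inactive read as strong as hits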
Target sequence (P31941 whole entry, looked up): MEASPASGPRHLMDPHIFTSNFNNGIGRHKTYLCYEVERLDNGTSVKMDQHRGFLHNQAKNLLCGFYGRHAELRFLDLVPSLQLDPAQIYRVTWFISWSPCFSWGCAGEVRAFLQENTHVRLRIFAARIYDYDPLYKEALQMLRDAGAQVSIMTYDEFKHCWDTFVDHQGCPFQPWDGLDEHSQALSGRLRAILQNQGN
mIAP inh = mouse IAP inhibition; purified mouse IAP, CDP-Star luminescence, 30 min; inhibition, % at 10 µM; hit rate 0.2% among 330,000;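 active = inhibition of at least 40% at 10 µM in the primary screen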;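 also: plate controls were DMSO with enzyme for no effect and no enzyme wells for full effect; values of inactives mirror those of a sister screen read the other way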
A3G deaminase = blocks human APOBEC3G single-stranded DNA deamination; inhibition, % at 20 µM; hit rate 0.28% among 330,000; Q9HC16; recombinant A3G, ssDNA deamination FAM/TAMRA fluorescence;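 active = inhibition of at least 40% at 20 µM, with no more than 30% in the related APOBEC3A deaminase screen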;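 also: plate controls were DMSO wells with A3G for no effect and wells lacking A3G enzyme for full effect; some compounds called inactive have numbers as strong as hits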
mIAP act = increases mouse intestinal alkaline phosphatase activity; hit rate 0.24% among 330,000; activation factor at 10 µM; muIAP, CDP-Star luminescence, 30 min; active compounds read high; 1 = vehicle-only enzyme signal, 0 = enzyme-free wells; AID 2805;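 active = activation factor of at least 2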; also: the source names both 10 and 20 µM as test concentration; values of inactives mirror those of a sister screen read the other way
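System: mouse IAP enzyme. Reagent: CDP-Star chemiluminescent phosphatase substrate. Benchmarks: DMSO wells, no-enzyme wells. Times: 30 min enzyme-substrate-compound incubation at room temperature. Detection: luminescence from enzymatic CDP-Star hydrolysis. Doses: test compounds delivered from DMSO solution.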
NLRP3 yeast inh = blocks the NALP3 inflammasome reconstituted in yeast | hit rate 0.39% among 330,000 | Yeast reconstituted NLRP3/ASC/caspase-1, beta-gal luminescence, 24 h | inhibition, % at 10 µM;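 active = inhibition of 50% or more; inactive = inhibition below 50%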;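 also: plate controls were induced DMSO wells for no effect and uninduced yeast grown without galactose for full effect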
hIAP act = human IAP activation; P09923; purified human IAP, CDP-Star luminescence, 30 min; active compounds read high; 1 = vehicle-only enzyme, 0 = enzyme-free background; activation factor at 10 µM; hit rate 0.16% among 330,000; AID 2524;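 active = activation factor of the enzyme at least 2-fold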; also: the source names both 10 and 20 µM as test concentration; values of inactives mirror those of a sister screen read the other way
An asterisk follows results filed as active; . = not tested or not shown.

SMILES | hIAP block | MIN6 prolif | SENP1 FRET inh | A3A deaminase | mIAP inh | A3G deaminase | mIAP act | NLRP3 yeast inh | hIAP act
COCCNC(=S)N1CCN(c2cccc(C(F)(F)F)c2)CC1 | 7.6 | -1.8 | 1.0 | -0.9 | 14.6 | -4.3 | 0.854 | 1.6 | 0.924
CCn1cc(CN2CCCC(CNC(=O)COc3ccccc3OC)C2)c(C)n1 (configuration not stated) | 7.3 | -2.9 | 0.1 | -0.7 | -0.2 | 5.9 | 1 | 17.9 | 0.927
COc1cccc(CNC(=O)CCc2ccc(OC)c(OC)c2)c1 | -10.5 | -3.9 | 1.5 | 1.0 | 7.3 | -3.6 | 0.927 | 10.6 | 1.1
CC[C@]12c3[nH]c4ccc(Cl)cc4c3CCN1C(=O)[C@@H](CC(=O)NCc1ccc(OC)c(OC)c1)C[C@@H]2C(=O)N1CCN(C(=O)c2ccco2)CC1 | . | . | 0.3 | 4.5 | -8.1 | 3.6 | 1.08 | . | .
C/C(=N\NC(=S)NCCc1ccccc1)c1ccc(Cl)cc1 | -7.0 | 0.0 | 2.8 | -2.3 | 5.6 | -8.0 | 0.944 | 7.0 | 1.07
N#Cc1ccsc1NC(=O)CSc1ncn[nH]1 | 8.8 | -3.0 | -6.7 | 4.1 | 12.4 | -1.5 | 0.876 | 11.3 | 0.912
Cc1noc(C)c1C(=O)N(CC(=O)NC1CCCC1)Cc1ccccc1F | 12.6 | -0.8 | 2.6 | -5.4 | -4.8 | -3.5 | 1.05 | 5.3 | 0.874
COc1c(F)c(F)c(C(=O)Nc2ccc(N3CCN(Cc4ccccc4)CC3)cc2)c(F)c1F | -8.1 | -4.5 | -1.0 | 4.3 | 0.4 | 1.4 | 0.996 | 17.9 | 1.08
CCOc1ccc(NC2OCC(O)C(O)C2O)c([N+](=O)[O-])c1 (configuration not stated) | 1.6 | -4.6 | 5.4 | 8.7 | 0.9 | -0.8 | 0.991 | 20.3 | 0.984
COc1ccc(NC(=O)CCNS(=O)(=O)c2cccc3nsnc23)cc1OC | -12.6 | -2.2 | 1.3 | -2.8 | -11.0 | -9.9 | 1.11 | 5.4 | 1.13
CCCCNc1nc(Nc2ccc(C)c(Cl)c2)c2cnn(C)c2n1 | -4.2 | -6.9 | 2.4 | -1.6 | -26.7 | -5.0 | 1.27 | 9.1 | 1.04
COc1cccc(CN2CC(C(=O)N(C)CCCC3CCCC3)CCC2=O)c1 (configuration not stated) | -7.2 | -1.0 | -0.4 | -5.2 | 3.9 | -8.0 | 0.961 | 9.4 | 1.07
Cc1cc(C)cc(OC(C)c2ccnc3nc(/N=C/N(C)C)nn23)c1 (configuration not stated) | -19.3 | -3.3 | 1.2 | -2.0 | -4.2 | -6.7 | 1.04 | 18.1 | 1.19
O=C(O)c1ccc(N2CCc3ccccc32)c([N+](=O)[O-])c1 | -1.8 | -4.2 | 3.6 | -2.3 | 10.4 | -7.3 | 0.896 | 6.2 | 1.02
Cc1ccc(NC(=O)CS(=O)CC(=O)N(c2ccccc2F)C(C)C(=O)NC2CCCC2)cc1 (configuration not stated) | -5.0 | -5.4 | 0.3 | 3.3 | -10.7 | -3.3 | 1.11 | 0.9 | 1.05
CCOc1cc(N2CCOCC2)c(OCC)cc1NC(=O)COC(=O)[C@@H]1CCCN1S(=O)(=O)c1ccccc1F | -14.1 | -2.2 | 3.4 | -3.7 | -1.6 | -4.2 | 1.02 | 7.2 | 1.14
COc1ccc([C@H]2/C=C\CN(Cc3ccc(N(C)C)cc3)[C@@H](C)C(=O)N2Cc2ccc(F)cc2)cc1 | -1.0 | -4.4 | 3.0 | 2.6 | -9.8 | -5.6 | 1.1 | 19.3 | 1.01
C#CC(C)(CC)NC(=O)Cn1nnc(-c2ccc(S(C)(=O)=O)cc2)n1 (configuration not stated) | 1.2 | -1.9 | 1.1 | -1.3 | 0.3 | -6.0 | 0.997 | 6.7 | 0.988
CNc1ccccc1-c1nc2ccccc2n(C)c1=O | 9.9 | 0.0 | -2.8 | 0.0 | -2.3 | -2.2 | 1.02 | 15.7 | 0.901
CCOc1ccc(-n2c(SCC(=O)Nc3ccc(OC)cc3)nc3sc4c(c3c2=O)CCN(C)C4)cc1 | 4.9 | 3.6 | -82.7 | -4.4 | 22.9 | -5.5 | 0.771 | 12.7 | 0.951
Cc1cccc(C)c1OCC(O)CN1CCC(CN2C(=O)c3cccc4cccc(c34)C2=O)CC1 (configuration not stated) | -14.8 | -3.8 | 1.5 | 3.8 | 7.4 | -2.5 | 0.926 | 24.0 | 1.15
Cc1nn(C)c(C(=O)Nc2ccn(Cc3ccccc3F)n2)c1[N+](=O)[O-] | 17.1 | -3.0 | 0.9 | 1.3 | 8.3 | -4.2 | 0.917 | 11.9 | 0.829
CCN1C(=O)/C(=C2\C=Cc3ccccc3N2CC)SC1=S | 30.2 | 4.9 | 12.6 | 13.4 | 41.2* | 26.6 | 0.588 | 31.2 | 0.698
Cc1cc(C)nc(NC(=O)/C=C/c2ccc(Cl)cc2Cl)c1 | 13.9 | -3.6 | -2.6 | -1.0 | 6.1 | -2.4 | 0.939 | -6.1 | 0.861
O=S(=O)(NCC(c1ccco1)N1CCOCC1)c1ccc(Cl)cc1 (configuration not stated) | -2.6 | -0.1 | -0.3 | 0.4 | -2.0 | -0.8 | 1.02 | 16.3 | 1.03

Later entries.
SMILES | hIAP block | MIN6 prolif | SENP1 FRET inh | A3A deaminase | mIAP inh | A3G deaminase | mIAP act | NLRP3 yeast inh | hIAP act
CCCCOc1ccc(/C=C2/Sc3ccccc3C2=O)cc1 | 12.3 | -3.0 | -19.3 | -1.9 | 21.0 | -5.1 | 0.79 | 36.8 | 0.877
Cc1ccc(-n2nc3c(=O)n(CCCC(=O)NCc4ccccc4C)nc(C)c3c2C)cc1 | -7.3 | -7.9 | 0.9 | 1.4 | -6.9 | 0.4 | 1.07 | 7.5 | 1.07
O=C(C1CC1)N1CCN(Cc2ccccc2)CC1 | 1.4 | -0.7 | 0.0 | -3.9 | 8.9 | -10.5 | 0.911 | 10.5 | 0.986
CN1/C(=C\C(=O)CSc2nncn2C)C(C)(C)c2ccccc21 | -9.6 | -4.9 | -4.0 | -2.8 | -9.7 | -1.3 | 1.1 | 8.7 | 1.1
CN(Cc1ccccc1)C(=O)c1[nH]cnc1C(=O)Nc1ccccc1 | -14.2 | -3.2 | 2.3 | -4.0 | 1.1 | -11.2 | 0.989 | 34.2 | 1.14
Cc1ccc(-c2ccc(CO)o2)cc1N | -4.6 | -3.7 | -0.1 | -2.0 | -3.8 | -1.5 | 1.04 | 14.4 | 1.05
O=C1CN(C(=S)Nc2ccccc2Cl)CCN1 | -8.5 | -3.7 | -2.5 | 3.8 | -0.5 | 0.2 | 1 | 17.6 | 1.08
CSc1ccc(/C=C/C(=O)Nc2ccccc2)cc1 | 8.3 | -5.3 | -1.6 | 4.8 | 1.2 | 1.4 | 0.988 | 32.4 | 0.917
CC1CCN(C(=O)C2CCCN(S(=O)(=O)c3cccc4nsnc34)C2)CC1 (configuration not stated) | -17.5 | -0.6 | 3.3 | 0.6 | -0.5 | -1.5 | 1 | 13.4 | 1.18
COc1cc2c(C(=O)O)c(C)n(-c3ccccc3)c2c2ccccc12 | -15.3 | -3.7 | 4.1 | 7.7 | 8.5 | 2.1 | 0.915 | -0.6 | 1.15
COc1cc(NC(=O)CCc2c(C)[nH]c(=O)c(C#N)c2C)cc(OC)c1 | 16.2 | -1.6 | 1.1 | 8.8 | -1.5 | -9.9 | 1.01 | 21.4 | 0.838
O=C(C1CCCN1S(=O)(=O)c1cccc2nsnc12)N1CCCCC1 (configuration not stated) | -15.4 | -0.6 | 2.1 | 0.0 | -6.5 | -3.7 | 1.06 | -13.0 | 1.15
Cc1ccccc1-n1c(=O)cc(N2CCc3ccccc3C2)[nH]c1=O | -20.7 | -2.0 | -75.3 | -7.6 | -3.3 | -5.8 | 1.03 | 22.7 | 1.21
CC(=O)c1ccc2c(c1)N(C)c1ccccc1S2 | -24.6 | -0.9 | 28.4 | 3.5 | 10.6 | -2.6 | 0.894 | 34.9 | 1.25
COc1ccc(NC(=O)NC2CC3CCCC(C2)N3Cc2ccccc2)cc1 (configuration not stated) | 12.5 | -2.6 | 0.0 | -6.7 | -210.8 | -6.3 | 3.11* | 5.1 | 0.875
CCOC(=O)c1nn(-c2ccc(C)cc2)c(=O)cc1OCC(=O)N1CCN(c2ccccc2)CC1 | -0.3 | -5.6 | 0.8 | 2.2 | 5.7 | -5.9 | 0.943 | -4.5 | 1
CC(C)Cn1c(N)c(C(=O)COC(=O)c2ccccc2C(=O)c2ccccc2)c(=O)n(C)c1=O | 8.1 | 1.3 | -2.6 | -4.5 | 2.7 | -6.9 | 0.973 | 24.2 | 0.919
O=C1c2ccccc2S(=O)(=O)c2cc(N3CCN(c4ccccc4)CC3)ccc21 | 1.5 | -1.0 | . | 17.0 | 5.7 | 1.1 | 0.943 | 4.9 | 0.985
Cc1ccc(NC(=O)Cn2c(O)c(N=NC(=O)c3ccncc3)c3ccccc32)cc1 | 2.9 | -3.0 | 1.5 | -3.1 | 12.7 | -6.6 | 0.873 | 5.0 | 0.971
CCOC(=O)/C=C1\CN(Cc2cc(OC)c(OC)c(OC)c2)S(=O)(=O)c2ccccc21 | 11.3 | 1.1 | -2.7 | 1.6 | -3.5 | -3.9 | 1.03 | 2.5 | 0.887
Cc1c(O)c(=O)n(-c2ccccc2)n1C | 9.9 | 0.3 | 0.4 | -0.3 | -1.5 | 0.0 | 1.01 | -3.6 | 0.901
COCCn1c(-c2cccc(Br)c2)nc2c(c(=O)c3ccccc3n2C)c1=O | 12.9 | -1.8 | -1.0 | -1.5 | 2.3 | -3.6 | 0.977 | -5.3 | 0.871
Cc1[nH]c2ccccc2c1C(=O)C(=O)N1CCCc2ccccc21 | -1.1 | -1.6 | -3.5 | -3.2 | 5.4 | -5.3 | 0.946 | 13.0 | 1.01
Brc1ccc(/C=C/C=N/Nc2nc3ccccc3s2)cc1 | 10.6 | -4.2 | -42.7 | -0.2 | 18.0 | -2.4 | 0.82 | -4.3 | 0.894
COC(=O)c1c(NC(=O)CSc2nnc(C)c(=O)[nH]2)sc(C)c1C | -25.7 | -2.8 | -1.8 | -4.5 | -1.8 | -9.2 | 1.02 | 8.7 | 1.26
CC(C)CC(=O)Nc1ccccc1-c1nnn(CC(=O)N2CCOCC2)n1 | -2.8 | -2.1 | 0.7 | -1.1 | 5.9 | -2.4 | 0.941 | 14.5 | 1.03
NC(=O)c1c(NC(NC(=O)c2ccco2)(C(F)(F)F)C(F)(F)F)sc2c1CCCC2 | 3.0 | -2.8 | -23.6 | -1.3 | 14.5 | -2.0 | 0.855 | 7.9 | 0.969

Not all compounds are listed; the hit share may differ from the screen's.
